# Bfl-1 Bim block – disrupts Bim binding to human Bfl-1; Q16548; Bead-based flow cytometry, Bim-Bfl-1 binding inhibition; inhibition, % at 10 µM; 190,000 compounds, 0.12% hits; AID 1008;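 also: 0% = wells without compound plus tracer and 100% = blocker peptide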
# Rab7 wt modul – modulators of GTP binding to dog Rab7 wildtype GTPase. GST-Rab7 beads, fluorescent GTP binding, flow cytometry; actives lie on both sides; untreated = 100%, excess cold GTP = 0%. AID 758. 190,000 compounds, 0.055% hits. GTP binding activity (percent of control), % at 10 µM;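 active = fluorescent GTP binding to Rab7 beads changed by at least 20 points from the 100% baseline, either direction, mostly lower; inconclusive = compound itself probably fluorescent, or too few beads counted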;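 also: median green fluorescence of bound Bodipy-FL-GTP per Rab7 bead population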
# Rab2 wt GTP – changes GTP binding to wildtype dog Rab2A, up or down; P61105; GST-Rab2 wt beads, Bodipy-GTP binding, flow cytometry; GTP binding activity, % at 10 µM; 190,000 compounds, 0.19% hits;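 active = GTP binding activity at least 20 points away from 100%, either lowered or raised; inconclusive = signal likely due to the compound's own green fluorescence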;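 also: 0% = beads with excess unlabeled GTP and 100% = no-compound control corrected for plate trend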
# Cdc42 wt GTP – modulators (inhibitors or activators) of GTP binding to human Cdc42 wildtype | GST-Cdc42 beads, Bodipy-GTP binding, flow cytometry; actives lie on both sides | percent activity (GTP binding), % at 10 µM | 190,000 compounds, 0.2% hits;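 active = percent activity GTP binding at least 20 points away from the 100% baseline, either down as inhibitor or up as activator; inconclusive = compound flagged as likely green fluorescent from well-wide comparison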;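 also: median bead fluorescence of bound Bodipy-FL-GTP at 100 nM; 0% = excess unlabeled GTP control and 100% = no compound control; below 100% means less GTP binding so inhibitor and above means activator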
# Target sequence (P60953 whole entry, looked up): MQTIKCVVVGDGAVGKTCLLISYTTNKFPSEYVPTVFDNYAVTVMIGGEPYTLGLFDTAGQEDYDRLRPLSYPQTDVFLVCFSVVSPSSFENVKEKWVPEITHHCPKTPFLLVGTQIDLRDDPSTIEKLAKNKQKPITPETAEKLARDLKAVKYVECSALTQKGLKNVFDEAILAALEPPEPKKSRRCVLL
# Bim-Bcl-W – human Bim-Bcl-W interaction inhibition; Q92843; bead-based flow cytometry, Bim peptide-Bcl-W binding; inhibition, % at 10 µM; 190,000 compounds, 0.02% hits; AID 952;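 also: 0% = bound tracer without compound and 100% = peptide blocker; higher means less fluorescent Bim peptide bound to Bcl-W beads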
# Bcl-B Bim block – disrupts Bim peptide binding to human Bcl-B; Q9HD36; bead-based flow cytometry; inhibition, % at 10 µM; 190,000 compounds, 0.073% hits; AID 951;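 also: 0% = tracer peptide without compound and 100% = reference inhibitor peptide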
# Target sequence (Q9HD36 whole entry, looked up): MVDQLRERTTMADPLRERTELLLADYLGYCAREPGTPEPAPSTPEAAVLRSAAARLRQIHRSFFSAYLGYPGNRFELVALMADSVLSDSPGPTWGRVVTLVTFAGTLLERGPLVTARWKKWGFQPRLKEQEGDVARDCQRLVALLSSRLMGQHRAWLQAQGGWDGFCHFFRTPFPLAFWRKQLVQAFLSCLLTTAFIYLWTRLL
# HRas wt GTP bind – modulators of GTP binding to human HRas wildtype | P01112 | GST-Ras wt beads, Bodipy-FL-GTP binding, flow cytometry; actives lie on both sides | GTP binding activity, % at 10 µM | 190,000 compounds, 0.14% hits;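 active = GTP binding activity at least 20% away from the 100% baseline, either lowered as inhibitor or raised as activator; inconclusive = flagged as likely green fluorescent, judged across all proteins in the well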;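 also: 0% = unlabeled GTP competition control and 100% = no-compound control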
# Target sequence (P01112 whole entry, looked up): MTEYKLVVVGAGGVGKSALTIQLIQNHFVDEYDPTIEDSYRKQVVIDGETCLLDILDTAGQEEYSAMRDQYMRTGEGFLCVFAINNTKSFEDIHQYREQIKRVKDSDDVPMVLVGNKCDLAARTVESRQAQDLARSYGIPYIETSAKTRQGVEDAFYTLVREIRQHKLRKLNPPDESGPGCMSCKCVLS
# Bcl-XL Bim block – inhibitors of Bim-Bcl-XL interaction, human. Q07817. inhibition, % at 10 µM. 190,000 compounds, 0.04% hits. Bim peptide-Bcl-XL binding, bead flow cytometry, fluorescence. AID 1007
# Target sequence (Q07817 whole entry, looked up): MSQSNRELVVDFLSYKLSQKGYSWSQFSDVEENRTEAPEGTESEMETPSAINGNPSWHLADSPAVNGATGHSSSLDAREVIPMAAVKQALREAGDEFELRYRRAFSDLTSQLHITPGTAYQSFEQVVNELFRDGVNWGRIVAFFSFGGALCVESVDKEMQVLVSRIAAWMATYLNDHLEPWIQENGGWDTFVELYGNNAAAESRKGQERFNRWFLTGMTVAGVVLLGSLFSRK
# Bim-Bcl-2 – inhibitors of Bim-Bcl-2 interaction, human | P10415 | Bead-based flow cytometry, Bim peptide-Bcl-2 binding | inhibition, % at 10 µM | 190,000 compounds, 0.06% hits | AID 950; in the data active = inhibition above about 40%; inconclusive = no clear call, values can overlap the other calls;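 also: 0% = no compound wells with probe peptide and 100% = reference peptide inhibitor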
# Target sequence (P10415 whole entry, looked up): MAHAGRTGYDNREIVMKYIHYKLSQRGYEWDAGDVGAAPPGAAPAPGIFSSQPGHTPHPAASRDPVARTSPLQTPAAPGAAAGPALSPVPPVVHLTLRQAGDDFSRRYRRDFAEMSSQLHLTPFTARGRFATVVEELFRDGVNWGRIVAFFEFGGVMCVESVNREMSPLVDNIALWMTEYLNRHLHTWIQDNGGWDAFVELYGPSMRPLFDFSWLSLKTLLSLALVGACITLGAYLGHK
# Rac1 mut GTP – human Rac1 activated mutant GTP binding change; P63000; GST-Rac1 activated beads, fluorescent GTP binding, flow cytometry; actives lie on both sides; 100% means binding = to untreated wells; percent activity (GTP binding), % at 10 µM; 190,000 compounds, 0.11% hits;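 active = GTP binding at least 20 percentage points away from the 100% baseline, in either direction, so actives lie on both sides; inconclusive = Compound likely fluorescent itself, or too few beads counted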
# Rac1 wt GTP bind – alters GTP binding to wildtype human Rac1; P63000; GST-Rac1 beads, fluorescent GTP binding, flow cytometry; actives lie on both sides; 0 = cold GTP competed, 100 = untreated; GTP binding activity (% of control), % at 10 µM; 190,000 compounds, 0.27% hits; AID 757;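 active = GTP binding activity at least 20 points away from the 100% control level, either lower or higher; inconclusive = compound flagged as likely green fluorescent, judged across all proteins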
# Numbers without * were called inactive; ? = inconclusive. Rule as the data show it, unless noted: active = inhibition above about 40%. No enrichment for hits; 0.62% or so of the library scored in one or more.
SMILES,Bfl-1 Bim block,Rab7 wt modul,Rab2 wt GTP,Cdc42 wt GTP,Bim-Bcl-W,Bcl-B Bim block,HRas wt GTP bind,Bcl-XL Bim block,Bim-Bcl-2,Rac1 mut GTP,Rac1 wt GTP bind
O=C(NCCc1nc2ccccc2[nH]1)/C(=C/c1ccc2c(c1)OCO2)NC(=O)c1ccccc1Cl,-6,101,99,104,-2,-1,102,-1,0,100,107
COc1ccc(/C=N/NC(=O)c2ccc(NC(=O)c3ccccc3Br)cc2)cc1,-1,97,99,100,-1,0,99,0,4,99,103
CCn1c(C)c(P(=O)(N2CCOCC2)N2CCOCC2)c2ccccc21,-6,105,99,99,-2,-6,99,-5,-4,100,102
Cc1cccc(-c2cc(C(=O)Nc3sc(C)c(C)c3C(N)=O)c3ccccc3n2)c1,-3,100,97,102,-1,-4,100,-8,-8,96,102
Cc1cccc(N/C=C/C(=O)c2cccs2)c1C,-6,101,99,100,-5,-10,97,-8,-8,96,99
Cc1ccc(NC(=O)CSc2nnc(C(F)(F)F)n2C)cc1[N+](=O)[O-],3,94,96,98,0,-1,97,0,0,98,100
COc1ccc(-c2nc3n(n2)C(c2ccncc2)C(C(N)=O)=C(C)N3)cc1 (stereo not given),-10,94,92,95,-2,-11,97,-19,-11,92,91
CCOC(=O)CC1C(=O)NCCN1C(=S)Nc1ccccc1 (stereo not given),-1,99,98,98,-3,-6,98,-4,-1,98,103
O=C(CNC(c1ccccc1)c1ccccc1)Nc1ccccc1-c1ccccc1,-4,94,99,100,-5,-5,98,-3,-7,99,100
CCOC(=O)c1ccc(N2C(=O)CC(N3CCOCC3)C2=O)cc1 (stereo not given),-1,104,101,101,-1,-2,100,1,-1,100,99
COc1ccc(-c2csc(Nc3ncccc3C)n2)cc1OC,-1,98,95,96,-3,-1,94,-2,0,96,96
O=C1c2ccccc2NC2(CCCC2)N1NS(=O)(=O)c1ccccc1,-1,102,99,97,4,-2,99,1,0,96,100
Cc1ccccc1Cn1ccc(NC(=O)c2cnn3c2NC(c2ccccc2)CC3C(F)(F)F)n1 (stereo not given),-1,101,100,98,-3,-4,98,-2,-2,96,99
C=CCc1c(C)nc(C)nc1N/N=C/c1ccccc1,-6,105,105,105,3,-4,101,-1,-2,100,109
CCOC(=O)N1CCN(C(=O)CCCCCn2c(=S)[nH]c3ccsc3c2=O)CC1,-3,99,102,103,-6,-11,103,-5,-2,101,107

# Not a retest: 6 of the compounds above.
SMILES,Bfl-1 Bim block,Rab7 wt modul,Rab2 wt GTP,Cdc42 wt GTP,Bim-Bcl-W,Bcl-B Bim block,HRas wt GTP bind,Bcl-XL Bim block,Bim-Bcl-2,Rac1 mut GTP,Rac1 wt GTP bind
CCOC(=O)c1ccc(N2C(=O)CC(N3CCOCC3)C2=O)cc1 (stereo not given),-1,104,101,101,-1,-2,100,1,-1,100,99
COc1ccc(-c2csc(Nc3ncccc3C)n2)cc1OC,-1,98,95,96,-3,-1,94,-2,0,96,96
O=C1c2ccccc2NC2(CCCC2)N1NS(=O)(=O)c1ccccc1,-1,102,99,97,4,-2,99,1,0,96,100
Cc1ccccc1Cn1ccc(NC(=O)c2cnn3c2NC(c2ccccc2)CC3C(F)(F)F)n1 (stereo not given),-1,101,100,98,-3,-4,98,-2,-2,96,99
C=CCc1c(C)nc(C)nc1N/N=C/c1ccccc1,-6,105,105,105,3,-4,101,-1,-2,100,109
CCOC(=O)N1CCN(C(=O)CCCCCn2c(=S)[nH]c3ccsc3c2=O)CC1,-3,99,102,103,-6,-11,103,-5,-2,101,107

# The main list resumes with the 3 entries that preceded the break.
SMILES,Bfl-1 Bim block,Rab7 wt modul,Rab2 wt GTP,Cdc42 wt GTP,Bim-Bcl-W,Bcl-B Bim block,HRas wt GTP bind,Bcl-XL Bim block,Bim-Bcl-2,Rac1 mut GTP,Rac1 wt GTP bind
Cc1ccccc1Cn1ccc(NC(=O)c2cnn3c2NC(c2ccccc2)CC3C(F)(F)F)n1 (stereo not given),-1,101,100,98,-3,-4,98,-2,-2,96,99
C=CCc1c(C)nc(C)nc1N/N=C/c1ccccc1,-6,105,105,105,3,-4,101,-1,-2,100,109
CCOC(=O)N1CCN(C(=O)CCCCCn2c(=S)[nH]c3ccsc3c2=O)CC1,-3,99,102,103,-6,-11,103,-5,-2,101,107
COc1cccc(C(=O)Nc2cccc3c2ccc2cccn23)c1,0,?,?,?,1,-2,?,1,0,?,?
Cc1ccc(C2NCCS2)cc1 (stereo not given),1,96,93,88,-3,0,92,-1,1,92,91
c1ccc2c3c(cc(N4CCOCC4)c2c1)OC1(N2CCOCC2)CCCCC1O3 (stereo not given),0,101,101,97,0,-3,100,-3,0,101,96
Cc1sc2ncnc(Sc3nnnn3-c3ccccc3)c2c1C,-1,106,100,100,0,0,102,-2,0,99,101
CCn1nnc(NC(=O)c2cc(Cl)c(OC)c(Cl)c2)n1,4,96,97,98,0,5,96,3,0,97,101
CCCCOC(=O)c1c(C)oc2ccc(NS(=O)(=O)c3ccc4c5c(cccc35)C(=O)N4)cc12,-8,97,96,98,2,-9,102,5,-8,98,104
O=C(NN=C1C2CC3CC(C2)CC1C3)c1ccncc1,-3,98,105,108,-3,-7,105,-2,-1,102,104
C=CCn1sc(=N)c(C#N)c1N,0,98,99,101,0,0,101,2,0,98,100
Cn1c(SCc2cccc(F)c2)nnc1-c1ccccn1,-12,97,98,102,3,-4,99,0,-8,99,100
CCC(=O)N1N=C(c2cccc(NS(C)(=O)=O)c2)CC1c1cccs1 (stereo not given),-2,102,101,99,-4,-9,102,-6,-4,102,101
Cc1ccc(NC(=O)c2sccc2-n2cccc2)c(C)c1,-2,95,97,100,0,2,99,0,-3,100,99
O=C(O)c1cc(-c2ccncc2)nc2ccc(S(=O)(=O)N3CCOCC3)cc12,-17,102,98,98,-1,-8,99,-5,-10,101,105
O=C(Cn1cc(C(=O)c2ccco2)c2ccccc21)NC1CC1,0,100,96,97,1,1,93,5,4,97,100
COc1ccc2c(CC(=O)N(C)CC3COc4ccccc4O3)coc2c1 (stereo not given),-6,95,102,104,-1,-2,104,0,-3,100,100
Cc1ccc([N+](=O)[O-])cc1N/C=C1\CCc2ccccc2C1=O,17,91,96,94,12,1,94,3,9,93,93

# Full records, looked up by structure:
# Shown for O=C(NN=C1C2CC3CC(C2)CC1C3)c1ccncc1 : Bfl-1 Bim block: -3; Rab7 wt modul: 98; Rab2 wt GTP: 105; Cdc42 wt GTP: 108; Bim-Bcl-W: -3; Bcl-B Bim block: -7; HRas wt GTP bind: 105; Bcl-XL Bim block: -2; Bim-Bcl-2: -1; Rac1 mut GTP: 102; Rac1 wt GTP bind: 104
# Shown for Cc1ccc(NC(=O)c2sccc2-n2cccc2)c(C)c1 : Bfl-1 Bim block: -2; Rab7 wt modul: 95; Rab2 wt GTP: 97; Cdc42 wt GTP: 100; Bim-Bcl-W: 0; Bcl-B Bim block: 2; HRas wt GTP bind: 99; Bcl-XL Bim block: 0; Bim-Bcl-2: -3; Rac1 mut GTP: 100; Rac1 wt GTP bind: 99

# Following part:
SMILES,Bfl-1 Bim block,Rab7 wt modul,Rab2 wt GTP,Cdc42 wt GTP,Bim-Bcl-W,Bcl-B Bim block,HRas wt GTP bind,Bcl-XL Bim block,Bim-Bcl-2,Rac1 mut GTP,Rac1 wt GTP bind
Cc1c(C(=O)N2CCCC2)sc(NC(=O)c2ccccc2)c1C#N,2,98,98,100,0,-1,101,-2,4,100,106
COc1cccc(Cn2nc(C(=O)O)c3ccccc3c2=O)c1,-4,99,95,92,1,-2,98,1,-4,94,98
C=CCc1cccc(CNc2nc3ccccc3n2CCN2CCOCC2)c1O,-10,102,100,104,4,-8,101,-4,-12,96,103
COCCNC(=O)C(C(=O)c1ccc(F)cc1)n1cc(C)ccc1=O (stereo not given),-2,95,99,97,0,0,98,-3,2,97,102
CC(=O)Nc1ccn(Cc2c(F)cccc2Cl)n1,-18,100,99,102,0,-7,99,-7,-7,97,100
CCSC1=NCCN1C(=O)c1ccc(S(=O)(=O)N(CC)CC)cc1,-2,97,98,101,0,-5,98,-3,-1,97,103
O=C(CSc1ccccc1)N1CCc2ccccc21,8,96,101,101,2,2,99,7,6,98,102
Cc1cc(/C=N/NC(=O)Cn2c3ccccc3c(=O)c3ccccc32)c(C)n1-c1ccccc1,0,93,94,95,1,1,97,-2,-2,95,96
CCOc1ccc(NC(=O)CC2NCCNC2=O)cc1 (stereo not given),0,100,99,99,1,-2,99,0,3,98,101
CCn1c(SCc2cccc(F)c2)nc2c(c1=O)SCC2,-4,104,93,94,-4,-3,94,-3,-5,91,94
COc1ccc(-n2cnc3cc(NS(=O)(=O)c4ccc(C)cc4)ccc32)cc1,-5,103,103,99,-2,-9,101,0,-6,98,101
COC(=O)CN(c1cc([N+](=O)[O-])ccc1OC)S(C)(=O)=O,-7,94,97,96,-2,-6,96,-4,-5,95,97
COc1cccc(CN(C)CC(=O)NCc2ccccc2Cl)c1,-8,102,97,101,-6,-8,100,-6,-8,99,99
Cc1n[nH]c(C)c1S(=O)(=O)N(CC(=O)NC1CCCC1)c1ccc(C(C)C)cc1,-11,100,100,101,1,-5,101,0,-7,98,102
CCc1nnc(NC(=O)CN2CCN(c3ccccc3OC)CC2)s1,-12,99,96,97,-3,-11,97,-7,-6,94,98
Cc1cc(C)n2nc(SCC(=O)c3cccs3)nc2n1,-2,94,93,94,0,-1,95,0,0,93,93
CC(C)(C)CC(=O)Nc1cc(S(=O)(=O)N2CCCCCC2)ccc1Cl,0,106,105,106,0,-1,106,0,0,103,105
O=C(NC1CCN(S(=O)(=O)c2ccccc2)CC1)C1CCCCC1,0,97,97,99,-3,-6,100,-5,12,100,99
COc1cc(NC(=S)N2CCC(C(N)=O)CC2)cc(OC)c1,6,99,102,106,-5,-32,104,-17,-21,100,105
O=C(Cn1c(=O)oc2cc(S(=O)(=O)N3CCCCCC3)ccc21)NC1CCCCC1,-5,100,103,106,4,-1,101,-2,0,101,108
Cc1cccc(C(=O)c2ccccc2C(=O)O)c1O,-3,?,?,?,-1,-2,?,-4,0,?,?
Cc1ncsc1CCOC(=O)C1C2CC3CC(C2)CC1C3 (stereo not given),-1,100,98,98,-1,-5,99,-5,-6,96,98
O=C(O)CCCC(=O)Nc1ccc(C(=O)N2CCCCC2)c(Cl)c1,-2,97,94,95,-1,-2,96,-3,-3,95,94
Cc1cc(=O)oc2cc(OCC(=O)NCc3ccncc3)ccc12,-2,102,100,102,1,-2,100,0,3,99,100
CC(C)OC(=O)CC(=O)CSc1nc2c(cc1C#N)CCC2,-2,99,99,100,-1,0,99,-1,-2,99,100
COc1ccc(-c2cc(COc3ccccc3)on2)cc1,-8,104,99,97,-3,-3,95,-1,-7,99,101
Cc1ccc(-c2ccc(C(=O)NCc3ccccc3)o2)c2ccccc12,1,100,97,99,-2,-8,97,-4,0,95,99
Cc1cc2c(=O)n(Cc3ccco3)c(SCC(=O)N3CCCc4ccccc43)nc2s1,-14,91,95,95,0,-11,96,-20,-11,90,96

# Screens deposited in PubChem by NMMLSC.
